Source: PubChem BioAssay (several laboratories)
TNAP activators – stimulation of alkaline phosphatase TNAP activity – biochemical, luminescent, no phosphate acceptor, uHTS, primary screen (AID 1001); purified TNAP, luminescent activation assay, no phosphate acceptor; higher activation fold means a stronger effect; activation fold at 20 µM, or EC50 in µM where a hit was titrated; 200,000 compounds, 0.03% hits; in the data active means activation fold from about 3, or a potency from the dose series; inactive means the rest, 99 in 100 with activation fold below about 1.6; further: many of its hits are not listed in these tables
CSM14.1 death rescue – protection against thapsigargin-triggered cell killing – 384-well, CSM14.1, ATP luminescence, primary screen (AID 1222); CSM14.1 thapsigargin-induced death rescue, ATP luminescence; higher % means a stronger effect; one-dose cellular ATP content (survival), % at 20 µM; EC50 in µM for titrated hits; 190,000 tested, under 10 active;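 active means EC50 below 50 µM in the dose-response confirmation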;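 further: death triggered by thapsigargin at about 15 µM added after 2 h compound pretreatment; cell ATP read after overnight thapsigargin exposure of roughly 18 to 22 hours; normalized against plate controls of thapsigargin alone and 5% DMSO vehicle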
PMI inhibitors – MPI enzyme activity inhibition – biochemical, fluorescence intensity, coupled assay, primary screen (AID 1209); purified PMI enzyme, coupled fluorescence intensity; higher % means a stronger effect; inhibition, % at 20 µM, or IC50 in µM where a hit was titrated; 190,000 compounds, 0.42% hits;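 further: plate controls were DMSO vehicle for no effect and wells lacking substrate for full effect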
human PMI inhibitors – MPI inhibition at elevated mannose 6-phosphate – biochemical, fluorescence intensity, high mannose 6-phosphate, primary screen (AID 1220); 190,000 compounds, 0.66% hits; recombinant PMI enzyme, coupled fluorescence intensity; higher % means a stronger effect; inhibition, % at 20 µM, or IC50 in µM where a hit was titrated
LYP inhibition – inhibitors of LYP phosphatase, biochemical, fluorescence intensity, uHTS (AID 1779); recombinant LYP phosphatase, fluorescence intensity; higher % means a stronger effect; 290,000 compounds, 0.054% hits; inhibition, % at 11.5 µM, or IC50 in µM where a hit was titrated;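 further: plate controls were vehicle with enzyme for no effect and no enzyme for full effect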
P. falciparum M17LAP – P. falciparum M17LAP inhibitors, primary screen, biochemical, fluorogenic H-Leu-NHMec substrate, 1536-well (AID 1619); recombinant M17LAP, H-Leu-NHMec fluorogenic kinetic assay; higher % means a stronger effect; inhibition, % at 30 µM; hits with a dose series show IC50 in µM; 220,000 compounds, 0.38% hits;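 active means compound inhibiting the enzyme by more than half at any dose during confirmatory dose-response retesting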;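 further: plate controls were full reaction with DMSO carrier for no effect and no enzyme background for full effect; strong numbers were not always called active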
XIAP displacement – XIAP antagonists, biochemical, IAP family, fluorescence polarization (AID 1018); XIAP BIR domain, fluorescence polarization peptide displacement; higher % means a stronger effect; one-dose displacement, % at 20 µM; IC50 in µM for titrated hits; 200,000 compounds, 0.007% hits; in the data active means displacement above about 50%; further: a part of the inactive calls stands beside numbers as strong as those of hits
Myeloid diff 2 – myeloid differentiation induction; ER-HoxA9 myeloid progenitors, lysozyme-GFP differentiation, flow cytometry; calls only at 10 µM; 360,000 compounds, 1% hits;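 active means normalized GFP-positive differentiation at or above the plate's own cutoff, the solvent-only control mean plus 3 SD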;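 further: cells exposed to compound for four days before flow analysis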
P. falciparum M1AAP – P. falciparum M1AAP inhibitors, biochemical, fluorogenic H-Leu-NHMec substrate, 1536-well (AID 1445); inhibition, % at 30 µM, or IC50 in µM where a hit was titrated; recombinant M1AAP, H-Leu-NHMec fluorogenic kinetic assay; higher % means a stronger effect; 220,000 compounds, 0.42% hits;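 active means primary inhibition above the hit cutoff, then over 50% inhibition at one or more dose response concentrations, cut at about 23% in these data, passing the limit was not always enough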;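 further: plate controls were DMSO full reaction for no effect and no enzyme background for full effect; strong numbers were not always called active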
Myeloid diff 2 GFP+ MAC1+ % – second read-out of Myeloid diff 2, no call of its own (marks repeat the call); GFP+ MAC1+ double positive, %; measured here: differentiation confirmed by MAC1 staining
An asterisk follows results filed as active; i = inactive; / = not tested or not shown; + = active, no number. Unless noted, no stated cut-off is given here; in the data, active means inhibition above about 50%; inactive means the rest. Compounds as they come; overall some 2.7% were active at least once.

SMILES	TNAP activators	CSM14.1 death rescue	PMI inhibitors	human PMI inhibitors	LYP inhibition	P. falciparum M17LAP	XIAP displacement	Myeloid diff 2	Myeloid diff 2 GFP+ MAC1+ %	P. falciparum M1AAP
Cc1ccc(C(=O)NCCNc2nc3cc(C)c(C)cc3cc2C)cc1	1.1	0.7%	3%	-2%	-4%	0%	5.6%	i	0.6	7%
Cc1ccc(C(c2sc3nc(C)nn3c2O)N2CCN(c3ccccc3F)CC2)cc1 (stereo not drawn)	1.1	0.3%	13%	15%	-6%	11%	-0.6%	i	0.3	6%
CCOC(=O)c1nnn(-c2nonc2N)c1CSc1ccccn1	1	-0.2%	2%	5%	7%	-4%	0.1%	i	2.6	1%
COc1cc([N+](=O)[O-])ccc1-c1ccc(/C=N/NC(N)=O)o1	/	/	/	/	-6%	-3%	/	+	1.1*	0%
COc1ccccc1-n1c(SCC(=O)N2CCCC2)nc2cccnc21	1.1	-0.9%	-8%	-5%	-7%	8%	-5.2%	i	1.4	-4%
Cc1onc(-c2ccccc2Cl)c1C(=O)N1CCN(C(=O)c2ccco2)CC1	1.1	0.0%	3%	-1%	-8%	-5%	-5.1%	i	0.7	0%
CNC(=S)N(C)[C@H]1c2c(ccc3ccccc23)OC[C@H]1CO	1.1	-1.4%	-6%	-5%	-1%	-8%	-4.3%	i	0.9	12%
CC1CCN(C(=O)CSCc2ccc(Cl)cc2)CC1	1.1	-1.2%	-6%	-4%	-2%	0%	-0.7%	i	0.7	3%
COC(=O)/C=C1/N/C(=N\c2nc(C)cc(C)n2)N(c2cccc(C)c2)C1=O	1	1.7%	16%	50%*	-2%	21%	-4.4%	i	0.7	10%
C=CCn1c(Sc2nc(C)cs2)nc2c1c(=O)[nH]c(=O)n2C	1	-2.7%	-18%	-9%	1%	-8%	-21%	i	1.3	1%
CC(/C=C/c1ccc2c(c1)OCO2)=N/NC(=O)C1COc2ccccc2O1 (stereo not drawn)	1.1	0.1%	5%	8%	-2%	8%	-2.9%	/	/	9%
Nc1ccc2nc(SCC(=O)Nc3ccc(N4CCOCC4)c(Cl)c3)sc2c1	1	-3.2%	1%	10%	-5%	-3%	-18%	i	0.1	9%
CN(C)c1nc(Oc2ccc(=O)[nH]n2)nc(N2CCOCC2)n1	1.1	-1.5%	0%	-5%	-9%	-9%	-3.6%	i	1.1	8%
Cc1ccc(-c2nc3ccccc3c(=O)n2CCCn2ccnc2)cc1	0.8	-3.4%	-3%	-3%	2%	-4%	-2.7%	i	0.0	6%
C=CCNC(=O)c1ccc2c(=O)n(CCCN3CCCC3=O)c(=S)[nH]c2c1	1.1	-0.1%	-7%	-2%	-3%	10%	-7.1%	i	0.5	12%
CCOC(=O)Cn1c2c(c(=N)c3c1CCC3)CCCC2	1	3.6%	-8%	-4%	-12%	21%	0.7%	i	1.1	-4%
Cc1cccc(C)c1Nc1ncnc(N)c1[N+](=O)[O-]	1.1	0.6%	3%	3%	-6%	4%	-3.7%	i	0.7	1%
O=C(Nc1cccc2ccccc12)c1cnsn1	1.1	0.1%	5%	13%	-4%	5%	-6.4%	i	0.2	4%
Cc1ccc(/C=N/NC(=O)c2ccc(C(=O)N/N=C/c3ccc(C)s3)o2)s1	1	3.1%	-2%	-9%	-5%	5%	-1.2%	i	0.4	8%
CCOC(=O)COc1ccc(C(=O)c2ccccc2)c(O)c1	1.1	-0.5%	2%	3%	1%	0%	0.6%	i	1.7	3%
Cc1sc2nc(CN(C(=O)c3cccs3)C3CCCC3)[nH]c(=O)c2c1C	1.1	0.3%	-1%	7%	4%	13%	1.7%	i	0.7	7%
CCCSc1nc2c3c(sc2c(=O)[nH]1)CC(C)(CC)OC3 (stereo not drawn)	1.1	-2.0%	0%	5%	12%	-1%	-3.8%	i	0.2	0%
CC(C)CC(c1nnnn1C(C)(C)C)N1CCN(C2CCCC2)CC1 (stereo not drawn)	1	0.3%	4%	1%	1%	-5%	-7.1%	i	0.4	3%
CCOC(=O)C1=C(C)NC(=O)NC1c1c(OCC(=O)N2CCCCC2)ccc2ccccc12 (stereo not drawn)	1	0.2%	6%	11%	-4%	11%	-0.4%	i	1.3	-6%
Cn1c(SCC(=O)Nc2ccccc2-c2ccccc2)nnc1-c1ccco1	1.1	2.8%	15%	12%	-7%	-11%	-7.8%	i	4.7	6%
CC(=O)Oc1ccc2occ(C(=O)c3cccs3)c2c1	1	0.1%	-9%	3%	-3%	2%	0.4%	i	0.2	4%
Cc1cc(NN)nc(NS(=O)(=O)c2ccc(Cl)cc2)n1	1	-1.7%	15%	14%	-5%	16%	-12%	i	0.4	1%
O=C(CSc1nnc(CNC(=O)c2c(F)cccc2Cl)o1)c1ccccc1	1.1	5.7%	-8%	-7%	-2%	-2%	1.7%	i	0.8	10%
CC(=O)Nc1ccc(C2NC(=S)N(c3ccccc3C(F)(F)F)C(C)=C2C(=O)N2CCOCC2)cc1 (stereo not drawn)	1	0.2%	-4%	0%	-5%	-1%	-6.3%	i	0.8	4%
COc1ccc(-n2c(Cc3cccn3C)nnc2SCC(=O)Nc2ccc(C)cc2)cc1	1.1	/	18%	17%	-2%	15%	-8.4%	i	1.3	4%

4 of the compounds above, field by field.
CCOC(=O)COc1ccc(C(=O)c2ccccc2)c(O)c1
- TNAP activators: 1.1
- CSM14.1 death rescue: -0.5%
- PMI inhibitors: 2%
- human PMI inhibitors: 3%
- LYP inhibition: 1%
- P. falciparum M17LAP: 0%
- XIAP displacement: 0.6%
- Myeloid diff 2: i
- Myeloid diff 2 GFP+ MAC1+ %: 1.7
- P. falciparum M1AAP: 3%

C=CCn1c(Sc2nc(C)cs2)nc2c1c(=O)[nH]c(=O)n2C
- TNAP activators: 1
- CSM14.1 death rescue: -2.7%
- PMI inhibitors: -18%
- human PMI inhibitors: -9%
- LYP inhibition: 1%
- P. falciparum M17LAP: -8%
- XIAP displacement: -21%
- Myeloid diff 2: i
- Myeloid diff 2 GFP+ MAC1+ %: 1.3
- P. falciparum M1AAP: 1%

COc1ccc(-n2c(Cc3cccn3C)nnc2SCC(=O)Nc2ccc(C)cc2)cc1
- TNAP activators: 1.1
- CSM14.1 death rescue: /
- PMI inhibitors: 18%
- human PMI inhibitors: 17%
- LYP inhibition: -2%
- P. falciparum M17LAP: 15%
- XIAP displacement: -8.4%
- Myeloid diff 2: i
- Myeloid diff 2 GFP+ MAC1+ %: 1.3
- P. falciparum M1AAP: 4%

Cc1sc2nc(CN(C(=O)c3cccs3)C3CCCC3)[nH]c(=O)c2c1C
- TNAP activators: 1.1
- CSM14.1 death rescue: 0.3%
- PMI inhibitors: -1%
- human PMI inhibitors: 7%
- LYP inhibition: 4%
- P. falciparum M17LAP: 13%
- XIAP displacement: 1.7%
- Myeloid diff 2: i
- Myeloid diff 2 GFP+ MAC1+ %: 0.7
- P. falciparum M1AAP: 7%

Filtered by structure: the entries above containing an aryl methoxy group.
SMILES	TNAP activators	CSM14.1 death rescue	PMI inhibitors	human PMI inhibitors	LYP inhibition	P. falciparum M17LAP	XIAP displacement	Myeloid diff 2	Myeloid diff 2 GFP+ MAC1+ %	P. falciparum M1AAP
COc1cc([N+](=O)[O-])ccc1-c1ccc(/C=N/NC(N)=O)o1	/	/	/	/	-6%	-3%	/	+	1.1*	0%
COc1ccccc1-n1c(SCC(=O)N2CCCC2)nc2cccnc21	1.1	-0.9%	-8%	-5%	-7%	8%	-5.2%	i	1.4	-4%
COc1ccc(-n2c(Cc3cccn3C)nnc2SCC(=O)Nc2ccc(C)cc2)cc1	1.1	/	18%	17%	-2%	15%	-8.4%	i	1.3	4%

(more compounds)
SMILES	TNAP activators	CSM14.1 death rescue	PMI inhibitors	human PMI inhibitors	LYP inhibition	P. falciparum M17LAP	XIAP displacement	Myeloid diff 2	Myeloid diff 2 GFP+ MAC1+ %	P. falciparum M1AAP
O=c1cc(N2CCCCC2)c(-c2ccccc2)nn1Cc1ccccc1	1	2.6%	1%	7%	8%	2%	-11%	i	0.1	-3%
CCOC(=O)C1(Cc2ccc(OC)cc2)CCN(C(=O)c2csc(C)n2)CC1	1.1	1.4%	0%	-5%	-3%	5%	-2.2%	i	0.0	-1%
O=C(COC(=O)/C=C/c1cccc([N+](=O)[O-])c1)NCCCN1CCCC1=O	1.1	-0.2%	-3%	-3%	-7%	3%	-6.1%	i	0.3	-2%
Cc1nc2c(sc3nc(N4CCOCC4)c4c(c32)CC(C)(C)OC4)c(-c2ccc(Cl)cc2)c1C(=O)O	/	/	/	/	6%	11%	/	i	0.3	6%
O=C(N/C(=C\c1cccnc1)c1nc2ccccc2[nH]1)c1cccc(Br)c1	1.2	-1.9%	4%	-3%	-4%	0%	-0.1%	i	1.0	6%
O=c1c(Oc2ccccc2F)coc2cc(OCc3cnn(-c4ccccc4)c3)ccc12	1.2	0.9%	11%	2%	-2%	-4%	-4.3%	i	0.4	2%
CC1(C)OC(=O)C(=CNC(Cc2c[nH]c3ccccc23)C(=O)O)C(=O)O1 (stereo not drawn)	1.1	-1.4%	4%	6%	0%	7%	0.9%	i	1.0	-3%
O=S(=O)(c1ccccc1)N1CCN(c2nc(-c3cccs3)nc3ccccc23)CC1	1.2	-0.7%	24%	12%	7%	4%	-2.3%	/	/	1%
CN(C1CCCCC1)S(=O)(=O)c1ccc2c(c1)c(=O)c(C(=O)NCCN1CCCC1)cn2C	0.9	-2.9%	-12%	-9%	-3%	9%	-5.8%	i	2.1	2%
O=C(O)c1nccnc1C(=O)NCCc1c[nH]c2ccccc12	1.1	-1.5%	-20%	-18%	-6%	0%	-6.0%	i	0.5	0%
COc1ccc(N/N=C(/C)c2cnnc(-c3ccccc3)n2)cc1	0.9	0.2%	-81%	-145%	-3%	16%	-1.2%	i	0.4	6%
Cc1cccc(-n2c(Cc3ccccc3)n[nH]c2=S)c1	1	-1.1%	/	/	-3%	5%	-2.3%	i	0.0	31%
Cc1nc(SCc2c(F)cccc2Cl)n[nH]1	0.7	-2.9%	9%	7%	-4%	5%	-3.8%	i	8.4	-7%
CN(C)/N=C/c1c(O)ccc2ccccc12	1	2.0%	32%	27%	-9%	-4%	-4.8%	i	0.2	6%
CC(C)NS(=O)(=O)c1cccc2nsnc12	1.1	-2.0%	8%	0%	-6%	3%	-5.0%	i	1.0	-2%
CC(=O)N1CCN(c2ccc(NCc3ccc(C(C)C)cc3)cc2)CC1	1	1.0%	-26%	-13%	1%	-1%	-4.5%	i	2.0	5%
CCn1c(-c2ccc(Cl)cc2)n[nH]c1=S	0.7	0.8%	-2%	-11%	-8%	5%	-4.5%	i	2.4	6%
